# Screens deposited in PubChem by Broad Institute.
# Cneo AK release: Cryptococcus neoformans lysis via adenylate kinase release. 360,000 tested, 0.2% active. AID 651654. lysis activity, % at 15 µM. C. neoformans lysis, adenylate kinase release luminescence, 4 h; normalised: neutral wells 0, clomiphene wells 100;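 active = mean lysis activity across replicates of at least 80%, whatever share of replicates individually reach that level; inactive = mean lysis activity below 80%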
#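 Test system: log-phase Cryptococcus neoformans yeast cells. Input: 5 × 10^6 yeast cells/mL. Medium: fresh YPD growth medium. Doses: single dose. Incubation: static 4 h at 37 °C with compound, 1 h detection. Measured by: luminescent adenylate kinase detection reagent. Read-out: signal increase indicating cell lysis. Benchmarks: Clomiphene.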
# EWS-Fli block: EWS/Fli transcriptional activity inhibition. AID 651661. A673 NR0B1-luciferase reporter, viability-normalised. inhibition, % at 12.6 µM. 350,000 tested, 0.67% active;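 active = mean inhibition of at least 50% after viability correction, with every replicate also passing that limit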;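 also: firefly luciferase signal divided by Alamar Blue viability fluorescence both relative to DMSO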
# miR122 inh: miR-122 inhibition in Huh7 cells; Huh7 miR-122 Renilla luciferase sensor, 48 h; neutral wells = 0, positive control = 100; activation (reporter increase), % at 12.5 µM; 340,000 tested, 0.3% active;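 active = mean replicate activation score at least 90 and every replicate individually at or above 90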;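 also: higher luciferase means less miR-122 activity so hits act as miR-122 inhibitors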
# FN deposit inh: fibronectin deposition inhibition; AH1F fibroblasts, Alexa488-fibronectin deposition fluorescence, overnight; inhibition, % at 12.6 µM; 350,000 tested, 0.086% active; AID 743247;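 active = mean inhibition across replicates of 30% or more, regardless of how many single replicates reach that level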;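 also: positive control wells lacked labelled fibronectin entirely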
#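 test system = AH1F fibroblasts assembling fluorescent fibronectin matrix | quantity = 10000 AH1F cells per well | buffer or medium = DMEM plus 2% serum, read in PBS | doses = single dose, pinned | incubation = 1 h cell attachment, overnight exposure to compound and label | detection = fluorescence at 485 nm excitation, 525 nm emission | read-out basis = inhibition from reduced deposited-fibronectin fluorescence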
# PAX8 reporter: inhibitors of PAX8 transcriptional activity in RMG-I cells; RMG-I TPO-luciferase reporter, SteadyGlo, 24 h; inhibition, % at 12.6 µM; 360,000 tested, 1.2% active;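 active = mean replicate inhibition at least 60% with every replicate also reaching 60%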;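 also: luciferase light reporting Pax8 driven TPO promoter activity; plate controls were median of neutral control wells for no effect and mitoxantrone controls for full effect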
# PGC1a acetyl inh: modulators of PGC1a acetylation; U2OS PGC1a acetylation, AlphaScreen anti-acetyl-lysine; with virally co-expressed GCN5 acetyltransferase; inhibition, % at 15.6 µM; 350,000 tested, 0.17% active; AID 651687;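 active = every replicate shows inhibition of at least 40%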;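 also: 0% = neutral control wells and 100% = positive control wells; some results beyond the cut were filed as inactive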
# CASP6 VEID inh: inhibitors of human caspase-6; 350,000 tested, 0.53% active; purified caspase-6, Z-VEID-R110 cleavage fluorescence; inhibition, % at 12.5 µM; P55212;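 active = mean inhibition across replicates at least about 35%, with every replicate also reaching that limit, limit read from the data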;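 also: 0% = median of neutral control wells and 100% = no fluorescence left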
# Target sequence (P55212 24-179 limits assumed): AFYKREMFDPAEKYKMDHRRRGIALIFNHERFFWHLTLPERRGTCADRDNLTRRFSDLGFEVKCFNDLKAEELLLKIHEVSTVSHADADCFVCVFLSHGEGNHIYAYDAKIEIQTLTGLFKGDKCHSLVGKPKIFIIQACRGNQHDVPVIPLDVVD
# Target sequence (P55212 194-293 limits assumed): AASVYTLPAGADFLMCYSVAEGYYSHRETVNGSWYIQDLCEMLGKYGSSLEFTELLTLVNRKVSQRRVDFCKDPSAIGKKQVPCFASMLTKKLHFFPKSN
# LGR2 antag: blocks bursicon-induced cAMP signaling via Drosophila LGR2; HEK293 LGR2, CRE-luciferase, bursicon-stimulated, 4 h; inhibition, % at 9.99 µM; AID 720647; 380,000 tested, 0.35% active;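 active = drop in luminescence signal, shown as inhibition above about 50% in the replicate tests, limit read from the data, passing the limit was not always enough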;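 also: agonist challenge used bursicon conditioned medium at about half maximal strength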
# The depositor's hits bear a star; . = not tested or not shown; & = joins results of further samples; [ ] = another dose, or the depositor's remark. Hits appear at their usual frequency (roughly 2.5% active in at least one column).
SMILES,Cneo AK release,EWS-Fli block,miR122 inh,FN deposit inh,PAX8 reporter,PGC1a acetyl inh,CASP6 VEID inh,LGR2 antag
CC(C)(C)c1ccc(CC(=O)N2CCC2(C)C(=O)Nc2ccc(F)cc2F)cc1 (stereo unspecified),2,9,4,5,-4,-1,0,7
O=Cc1cccc(OCc2cccc3ccccc23)c1,0,-15,5,4,-84,-3,1,-88
CCC(C)NC(=O)c1ccc(NC(=O)C2=C(C)OCCS2)cc1 (stereo unspecified),-1,-8,0,19,8,-6,2,-3
CCC(C(=O)Nc1cc(C(=O)Nc2cc(C)ccn2)ccc1Cl)c1ccccc1 (stereo unspecified),.,-4,.,9,69*,.,3,-10
C[C@@H]1CCCCO[C@@H](CN(C)C(=O)Nc2ccc(C(F)(F)F)cc2)[C@H](C)CN([C@H](C)CO)C(=O)c2cc(NC(=O)NC3CCCCC3)ccc2O1,0,4,-9[16.7 µM],-9,-7,9,-2,27
CN(C)C(=O)CSc1nnc([C@H](Cc2c[nH]c3ccccc23)NC(=O)OC(C)(C)C)o1,2,.,9,-2,7,4,.,.
COc1cnn(Cc2ccccc2)c(=O)c1SCc1ccccc1,-1,.,13,-6,-11,10,.,-4
COCC(=O)Nc1ccc2c(c1)[C@@H]1C[C@@H](CC(=O)NCCc3ccccc3)O[C@H](CO)[C@@H]1O2,-1,-6,4[16.7 µM],-5,2,-3,-2,-9
CCOC(=O)c1ccc(CNC(=O)c2n[nH]c(=O)c3ccccc23)o1,-2,.,-6,7,.,-3,.,-8
C[C@H](CO)N1C[C@H](C)[C@@H](CN(C)Cc2ccncc2)Oc2ccc(N(C)C)cc2C1=O,5,-3,16[16.7 µM],-7,-12,23,-3,.
C[C@H](CO)N1C[C@H](C)[C@@H](CN(C)S(=O)(=O)c2cn(C)cn2)OCCCC[C@H](C)Oc2ccc(NC(=O)c3ccncc3)cc2C1=O,-2,-7,-4[16.7 µM],.,-5,-16,-2,9
CO[C@@H]1CN(C)C(=O)c2cc(NS(=O)(=O)c3ccccc3C)ccc2OC[C@@H](C)NC[C@H]1C,1,3,11[16.7 µM],-6,.,4,0,10
O=C(C1CCCC1)N1CC(=O)N2[C@H](CO)[C@H](c3ccc(C#Cc4cccc(F)c4)cc3)[C@H]2C1,.,1,.,3,.,-14,.,-8
C1=CC2(C=C1)OC21CCC2(C=CC3(C2)OC3C2CCCCC2)CC1 (stereo unspecified),-1,-7,-2,1,-10,0,3,-5
c1csc(C(c2nnnn2C2CCCCC2)N2CCN(c3nc4ccccc4s3)CC2)c1 (stereo unspecified),-12,.,-4,-4,.,-2,.,.
Cc1cc(C)c(C)c(OCC(=O)N2CCCCCC2)c1,1,.,-3,-4,28,0,.,.
O=C(Nc1ccc(F)cc1)N1C[C@@H]2[C@H](c3ccccc31)[C@H](CO)N2C(=O)c1ccccc1,-5,-14,30[16.7 µM],.,-2,-7,3,1
Cc1ccc(C)c(/C=C/C(=O)c2ccccc(=O)c2O)c1,8,33,8,-1,26,-37,.,10
COc1ccc(-c2nc(NC(=O)c3ccccc3)sc2-c2ccc([N+](=O)[O-])cc2)cc1,3,3,1,-2,28,-3,-7,.
COc1ccc(NC(=O)c2cc(C3CCCCN3C(=O)c3ccc(C#N)cc3)on2)c(C)c1 (stereo unspecified),1,-2,-4,3,8,8,-1,4
CCOC(=O)C1=C(C)N=c2s/c(=C\c3ccc(OCC(=O)O)cc3)c(=O)n2C1c1ccc(Cl)cc1 (stereo unspecified),-2,15,-9,-3,16,-7,13,-1
Cc1cc(O)c(C=Nc2cccc(Cl)c2)c(=O)o1,0,3,2,0,7,0,1,4
COc1ccc(NC(=O)C2Cc3c(-c4ccc(NC(C)=O)cc4)ccnc3O2)cc1 (stereo unspecified),-1,9,.,5,-15,.,1,8
COc1cc(OC)cc(C(=O)N[C@H](C(=O)Nc2nc(-c3ccc(F)c(F)c3)cs2)C(C)C)c1,13,1,7,.,1,.,-1,14
CCC(=O)Nc1ccc(NC(=O)CSc2nnnn2-c2cccnc2)cc1C,-1,-9,-7,.,.,9,-1,5
# New compounds follow
SMILES,Cneo AK release,EWS-Fli block,miR122 inh,FN deposit inh,PAX8 reporter,PGC1a acetyl inh,CASP6 VEID inh,LGR2 antag
O=C(Cc1ccccn1)N1CC(=O)N2[C@H](CO)[C@@H](c3ccc(-c4ccc(F)cc4)cc3)[C@H]2C1,.,4,.,.,1,8,-1,7
COc1ccc(N(C)S(=O)(=O)c2c(C)noc2C)c(OC)c1,.,1,.,.,11,-4,-6,20
COc1ccc(-c2cc(=O)oc3cc(OCC(=O)N(C)C4CCS(=O)(=O)C4)ccc23)cc1 (stereo unspecified),2,.,-4,7,-7,9,1,-5
COc1ccccc1C(=O)NC(C)c1cccc2ccccc12 (stereo unspecified),-1,3,2,4,-3,2,2,-1
Brc1cc2c(cc1/C=N/Nc1nc3ccccc3s1)OCO2,1,.,-5,.,.,-11,.,-116
Cc1ccccc1NC(=O)c1ccno1,0,-3,-3,4,10,9,2,8
COc1cc2sc3cc(NCc4ccc(C)o4)ccc3c(=O)c2cc1OC,-3,-94,4,-14,-120,-34,4,-105
CN(C)S(=O)(=O)c1cccc(NC(=S)NC(=O)c2ccco2)c1,-2,-30,8,-1,-164,5,1,-60
Cc1ccc(-c2nnc(-c3ccncc3)n2-c2ccc(C)cc2)cc1,6,.,0,-4,-28,0,.,.
OC1(c2cccc(C(F)(F)F)c2)CCN(Cc2nc(-c3cnccn3)no2)CC1,-1,14,5,2,8,-1,-3,-3
C[C@@H]1CN([C@H](C)CO)C(=O)c2cccc(NC(=O)c3ccncc3)c2O[C@H]1CN(C)C(=O)Nc1ccc(C(F)(F)F)cc1,82*,-7,-3[16.7 µM],.,29,-5,-1,23
OC(Cc1nc2ccccc2[nH]1)c1ccccc1Cl (stereo unspecified),-1,-87,-8,.,.,-7,3,-9
COc1ccc(CN(C)C[C@@H]2Oc3ccc(NC(=O)Nc4c(C)noc4C)cc3CC(=O)N([C@@H](C)CO)C[C@H]2C)cc1,-5,-1,-6[16.7 µM],0,10,-5,1,19
Cc1ccc(C(=O)C2CCNCC2)cc1,0,.,-4,6,2,-31,.,.
Cc1nnc(NC(=O)c2cccc(S(=O)(=O)N3CCN(C)CC3)c2)s1,-2,0,9,1,-23,.,21,13
CCOc1cc(C(=O)OCc2ccc(OC)cc2)ccc1OCC(=O)N1CCOCC1,-2,-4,.,2,13,.,-87,-21
C[C@H](NC(=O)C[C@H]1CC[C@H]2[C@@H](COC[C@@H](O)CN2C)O1)c1ccccc1,0,2,2[16.7 µM],7,5,-6,0,14
COc1ccccc1NC(=O)N(C)C[C@H]1Oc2cc(Br)ccc2S(=O)(=O)N([C@H](C)CO)C[C@@H]1C,1&-3,-7&-2,-4&24[16.7 µM],-1,-2,-20&-5,0&1,1
CN1C(=O)c2cc(NC(=O)c3ccccc3F)ccc2OC[C@@H]2O[C@H](CC(=O)NCc3ccc4c(c3)OCO4)CC[C@H]21,2,7,38[16.7 µM],11,42,8,1,0
O=C(O)c1ccccc1-c1ccccc1C(=O)Nc1ccccc1-c1ccccc1,1,15,2,0,13,11,-1,-3
Brc1ccccc1C1N=C(c2ccccc2)NO1 (stereo unspecified),0,-62,.,-5,-140,.,-2,-54
Fc1cccc(/C=N/n2c(C3CCCCC3)n[nH]c2=S)c1,-1,17,-8,0,10,1,-3,-4
CN1CCc2c(sc(NC(=O)CS(=O)(=O)c3ccccc3)c2C(N)=O)C1,.,0,.,-6,-11,.,7,-2
Cc1ccccc1NC(=O)c1ccc2c(O)c(S(=O)(=O)c3ccccc3)c(=O)[nH]c2c1,1,-2,-10,9,-14,7,4,5
O=C(C[C@H]1C[C@@H]2c3cc(NC(=O)Nc4ccccc4)ccc3O[C@@H]2[C@H](CO)O1)NCC(F)(F)F,-4,2,-1[16.7 µM],8,-4,-5,2,4
# Following part:
SMILES,Cneo AK release,EWS-Fli block,miR122 inh,FN deposit inh,PAX8 reporter,PGC1a acetyl inh,CASP6 VEID inh,LGR2 antag
COc1ccc(C#Cc2ccc3c(c2)O[C@@H](CN(C)C(C)=O)[C@@H](C)CN([C@H](C)CO)S3(=O)=O)cc1,102*,14,3[16.7 µM],-7,.,9,0,-3
O=C(NCCN1CCOCC1)c1cc2ccccc2oc1=O,0,-17,2,3,10,-5,0,2
Cc1nc2ccccc2n1C1CCN(C(=O)Nc2ccccc2)CC1,1,5,-2,9,9,-5,-1,19
COc1ccc(C(=O)c2c(O)cc(-c3ccc(OC)cc3)oc2=O)cc1,.,5,.,0,2,.,2,.
COC(=O)[C@]1(Cc2ccccc2)N=C(c2ccc(OCCCO)cc2)O[C@@H]1c1ccccc1CN=[N+]=[N-],2,8,.,.,11,-101,3,.
C[C@@H]1CN([C@@H](C)CO)C(=O)CCCn2nncc2CO[C@H]1CN(C)Cc1ccc2c(c1)OCCO2,-1&-2,-3&3&-10,-1,0&-2,-4&-10,-5&4,0&1,0&-19
CNC[C@H]1Oc2ncc(-c3ccccc3F)cc2C(=O)N([C@H](C)CO)C[C@H]1C,2,-3,-6[16.7 µM],1,-1,8,-1,-8
C[C@@H]1CCCCO[C@H](CN(C)S(=O)(=O)c2cccs2)[C@@H](C)CN([C@@H](C)CO)C(=O)c2cc(NC(=O)CCCN(C)C)ccc2O1,45,5,4[16.7 µM],.,.,-7,0,-8
Cc1cc(C)n(-c2nnc(C)n2NS(=O)(=O)c2ccc(F)cc2)n1,2,7,-9,.,.,-7,2,10
Nc1ccc(SC(F)(F)F)cc1,0,1,4,.,-9,.,-1,15
COc1ccc(C(=O)NCC(c2ccco2)N2CCOCC2)cc1 (stereo unspecified),-1,-3,0,-13,-4,1,-2,-2
O=C(c1cccnc1)N1CC(=O)N2[C@H](CO)[C@H](c3ccc(-c4ccccc4F)cc3)[C@H]2C1,.,-3,.,-1,-4,3,-1,1
C[C@@H](NC(=O)C[C@@H]1CC[C@@H](NC(=O)C2CCOCC2)[C@@H](CO)O1)c1ccccc1,18,1,.,9,5,-3,-3,5
Cc1ccc(CNC(=O)COc2cc(O)c3c(c2)OC(C)(C)CC3=O)cc1,-2,-11,-4,.,.,-7,-3,.
CCN(C[C@H]1N[C@@](C)(C(=O)OC)[C@H]2C(=O)N(Cc3ccccc3)C(=O)[C@@H]12)C(=O)c1ccc(C(C)(C)C)cc1,-2,2,.,13,-3,.,.,-8
O=C(CCOc1ccccc1)N1CCN(S(=O)(=O)c2cccs2)CC1,-1,.,-3,.,.,4,.,16
CO[C@H]1CN(C)C(=O)c2ccc(NC(=O)C3CC3)cc2OC[C@@H](C)N(Cc2ccc(F)cc2)C[C@H]1C,0,-8,8[16.7 µM],-13,-13,.,6,9
O=C(CN1CCC(NC(=O)c2ccc(F)cc2)CC1)NCc1ccccc1F,2,.,5,6,10,-4,.,.

# One compound at a time, as listed above. Values in the order: Cneo AK release | EWS-Fli block | miR122 inh | FN deposit inh | PAX8 reporter | PGC1a acetyl inh | CASP6 VEID inh | LGR2 antag
# Entry for O=Cc1cccc(OCc2cccc3ccccc23)c1 = 0 | -15 | 5 | 4 | -84 | -3 | 1 | -88
# Entry for COCC(=O)Nc1ccc2c(c1)[C@@H]1C[C@@H](CC(=O)NCCc3ccccc3)O[C@H](CO)[C@@H]1O2 = -1 | -6 | 4[16.7 µM] | -5 | 2 | -3 | -2 | -9
# Entry for Cc1cc(C)n(-c2nnc(C)n2NS(=O)(=O)c2ccc(F)cc2)n1 = 2 | 7 | -9 | . | . | -7 | 2 | 10
